High-throughput results: PubChem BioAssay, National Center for Advancing Translational Sciences (NCATS)
TexasRed fluor = counter-screen for TRb-SRC2 inhibitors: fluorescence interference; TRb/SRC2 Texas Red total fluorescence interference; 0.29% of 280,000 active; Potency, µM (doses to about 106 µM), for inactives: at the top dose fluorescence change, negative = quenching; active means well fitted curve in either direction with a large enough effect; inconclusive means small, poorly fitted or top-dose-only effect
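Human TRb ligand-binding domain at 0.6 uM with 20 nM Texas Red SRC2 peptide in Tris buffer containing 1 uM T3 and 5% DMSO, incubated with compound 5 h at ambient temperature. Total fluorescence (555/632 nm) calculated as parallel + 2 × perpendicular.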
Tau fibril ThT = tau fibrillization inhibition (ThT binding); 2.1% of 270,000 active; recombinant tau K18 P301L (four-repeat tau fragment), heparin-induced fibrillization, ThT fluorescence; Potency, µM (doses to about 57.4 µM), inactives show at the top dose activity, negative = inhibition, most hits filed as inhibitors; P10636; further: nearly all actives have a fitted effect of over 55% in size
Target sequence (P10636 561-689 P618L limits assumed): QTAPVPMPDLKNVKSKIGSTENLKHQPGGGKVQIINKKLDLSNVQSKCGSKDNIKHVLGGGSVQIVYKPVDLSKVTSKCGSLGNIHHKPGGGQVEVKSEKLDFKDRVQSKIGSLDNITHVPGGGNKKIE
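In this qHTS, human K18 P301L tau is incubated with compound and heparin for 6 hr at 37 C, and Thioflavin T fluorescence then reports fibril load.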
L3MBTL1 block = L3MBTL1 (human) inhibition | AlphaScreen L3MBTL1–H3K9me1 peptide binding | 0.66% of 230,000 active | Potency, µM (titrated, usually from 57.1 µM), for the others: at the top dose activity, negative = inhibition, most hits filed as inhibitors; further: nearly all actives have a fitted effect of over 60% in size
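AlphaScreen proximity signal between nickel-chelate acceptor and streptavidin donor beads (final 10 ug/mL) reports binding of 50 nM L3MBTL1 to 75 nM biotin-H3 K9me1 peptide; complex incubated with compounds 30 min at room temperature; cefsulodin titration as control.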
Tau fibril FP = tau fibrillization inhibition (FP). P10636. K18 P301L tau heparin fibrillization, Alexa594 FP, 6 h. Potency, µM (series often up to 57.7 µM), for the others: at the top dose activity, negative = inhibition, actives largely listed as inhibitors. 0.39% of 280,000 active; further: nearly all actives have a fitted effect of over 55% in size
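Steps: dispense K18 P301L tau (15 uM plus 0.24 uM Alexa 594 tracer, final) in pH 7 sodium acetate; add compound; add heparin (20 uM final); incubate 6 hr, 37 C; add ThT (30 uM final); after 1 hr ambient, read FP.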
KDM4E inh = JMJD2E (human) inhibition. B2RXH2. JMJD2E catalytic domain, FDH-coupled NADH fluorescence (FDH is formaldehyde dehydrogenase). Potency, µM (doses to about 57.1 µM), inactives show at the highest dose activity change, negative = inhibition, usual class: inhibitors. 1.6% of 230,000 active; active means well fitted inhibition curve with a large enough effect, not every such curve was filed as active; inconclusive means small, poorly fitted or top-dose-only effect, or another doubt; inactive means no such curve, though single readings can be large or run the other way;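 further: 0% = wells with enzyme and -100% = buffer wells without enzyme; nearly all actives have a fitted effect of over 50% in size; many of its hits are not listed in these tables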
Target sequence (B2RXH2 1-337 limits assumed): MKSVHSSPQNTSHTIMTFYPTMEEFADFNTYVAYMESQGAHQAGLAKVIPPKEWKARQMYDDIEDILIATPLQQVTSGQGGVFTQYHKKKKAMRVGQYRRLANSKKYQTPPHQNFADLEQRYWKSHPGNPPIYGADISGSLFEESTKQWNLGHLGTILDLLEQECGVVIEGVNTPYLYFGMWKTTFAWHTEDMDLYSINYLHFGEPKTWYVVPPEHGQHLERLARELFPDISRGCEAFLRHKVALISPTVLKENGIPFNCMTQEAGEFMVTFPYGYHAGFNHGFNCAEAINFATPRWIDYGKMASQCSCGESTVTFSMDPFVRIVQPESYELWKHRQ
TRb-SRC2 inh = inhibitors of human thyroid hormone receptor beta-SRC2 interaction | P10828 | Potency, µM (titrated, usually from 106 µM), for the others: at the highest dose activity change, negative = inhibition, most hits filed as inhibitors | TRbeta-SRC2 peptide binding, fluorescence polarization; receptor liganded with 1 µM T3 | 0.065% of 280,000 active;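 further: plate controls were bound peptide for no effect and peptide without receptor for full effect; nearly all actives have a fitted effect of over 50% in size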
Target sequence (P10828 whole entry, looked up): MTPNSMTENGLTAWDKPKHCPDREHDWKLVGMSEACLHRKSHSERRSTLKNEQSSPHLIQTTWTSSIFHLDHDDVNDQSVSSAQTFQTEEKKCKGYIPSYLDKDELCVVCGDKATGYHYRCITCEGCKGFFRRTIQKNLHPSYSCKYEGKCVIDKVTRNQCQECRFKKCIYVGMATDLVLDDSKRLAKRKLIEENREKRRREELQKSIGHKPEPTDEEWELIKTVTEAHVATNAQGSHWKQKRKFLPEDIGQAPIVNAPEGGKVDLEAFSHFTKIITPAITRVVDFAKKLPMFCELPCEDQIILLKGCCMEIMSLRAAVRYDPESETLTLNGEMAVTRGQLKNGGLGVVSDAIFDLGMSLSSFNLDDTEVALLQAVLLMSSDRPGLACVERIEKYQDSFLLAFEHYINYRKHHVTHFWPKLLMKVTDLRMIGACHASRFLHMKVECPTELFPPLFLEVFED
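A fluorescence polarization screen tested compounds at multiple concentrations against complex formation between 0.6 uM TRb ligand-binding domain and 20 nM Texas Red SRC2 peptide, with 1 uM T3 present; readout after 5 hr.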
RGS12 GoLoco inh = blocks human Gai1 binding to RGS12 GoLoco peptide, red readout. P63096. Gai1:RGS12 GoLoco peptide FP, rhodamine, 10 min. Potency, µM (top dose mostly 61.6 µM), for inactives: top-dose activity, negative = inhibition, usual class: inhibitors. 0.44% of 230,000 active; active means well fitted inhibition curve with a large enough effect, not every such curve was filed as active; inactive means no such curve, though single readings can be large or run the other way; further: nearly all actives have a fitted effect of over 30% in size; many of its hits are not listed in these tables
RECQ1 helicase = RECQ1 (human) helicase inhibition. Potency, µM (titrated, usually from 57.3 µM), inactives show top-dose activity, negative = inhibition, hits mostly inhibitors. AID 2549. RECQ1 DNA unwinding, red fluorescence kinetic read. 0.54% of 240,000 active. P46063;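 further: plate controls were vehicle for no effect and no enzyme for full effect; nearly all actives have a fitted effect of over 30% in size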
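RECQ1T1 50 nM; forked duplex (20 bp + 30-nt ss tails) 200 nM, ATP 2 mM final; pH 8.0, 2 mM MgCl2, 2.5 ug/ml poly(dI-dC); 15 min compound preincubation; discontinuous kinetic read over 2 h at RT.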
Numbers without * were called inactive; i = inactive; ? = inconclusive; nt = not tested or not shown; & = joins results of further samples. Unless noted, the call rests on the fitted dose curve; in most records, active means well fitted curve in the direction sought with a large enough effect; inconclusive means small, poorly fitted or top-dose-only effect, or another doubt; inactive means no such curve, though single readings can be large; an effect the other way counts as inactive or inconclusive. Unless noted, on the % scale 0 is the no-effect control and ±100 the full control effect; potency means the concentration at half of the fitted maximal effect.

SMILES	TexasRed fluor	Tau fibril ThT	L3MBTL1 block	Tau fibril FP	KDM4E inh	TRb-SRC2 inh	RGS12 GoLoco inh	RECQ1 helicase
C[C@@]1(C(NC(=O)c2ccc(-c3ccccc3)cc2)c2ccc(Cl)cc2)C[C@H]1C1CCCCC1 (stereo partly specified)	-4.3%	-9.8%	nt	-4.6%	14.4%	-0.3%	0.1%	-3.5%
Cc1cccc(NC(=O)c2cc(Cl)nc3ccccc23)n1	-0.5%	?	0.7%	-6.3%	5.4%	-0.4%	0.2%	i
COCCCNc1nc2cc(OC)c(OC)cc2c2nc(-c3ccccc3)nn12	-9.4%	?	nt	2.9%	nt	-1.5%	nt	nt
Cc1nn(C)cc1CNC(=O)/C=C/c1cnn(C)c1	0.1%	-2.3%	-0.8%	-3.7%	4.1%	0.3%	7.6%	-1.0%
COC(=O)c1ccccc1NC(=O)c1cnc(Nc2ccc(OC)cc2)c2ccccc12	-2.4%	?	nt	0.3%	nt	5.6%	nt	nt
CCCCOc1nc2c(c(=O)n(C)c(=O)n2C)n1C	-1.6%	-1.5%	-9.8%	-5.1%	-1.8%	1.4%	6.3%	-6.2%
COc1ccc(NC(=O)Cn2c(=O)n(Cc3ccco3)c(=O)c3cc(OC)c(OC)cc32)cc1	0.0%	-0.1%	nt	?	nt	-2.9%	nt	nt
COc1cc(OC)cc(C(=O)N[C@H](C(=O)NC23CC4CC(CC(C4)C2)C3)C(C)C)c1	1.3%	-5.3%	nt	2.8%	1.6%	2.4%	3.8%	i
COc1ccc(N2CC(C(=O)Nc3nnc(SCC(=O)NC(C)(C)C)s3)CC2=O)cc1 (stereo unspecified)	-3.0%	-1.4%	-5.9%	5.3%	-19.4%	10.5%	11.7%	-0.3%
O=C(CSc1nc(-c2ccccc2)[nH]c1-c1ccc(F)cc1)NC1CCCC1	-2.7%	-14.4%	nt	11.3%	nt	-2.7%	nt	nt
COc1cccc(C(=O)N2CCN(S(C)(=O)=O)CC2)c1	-3.2%	-5.6%	nt	-0.9%	1.7%	-2.8%	1.5%	-17.4%
CC1CN(c2nnc(NC(=O)c3ccccc3)s2)CC(C)O1 (stereo unspecified)	-2.6%	-1.4%	-19.7%	9.9%	-10.1%	-3.4%	10.9%	-5.0%
O=C(CSc1ncc(CO)n1Cc1ccccc1)Nc1ccc(C(F)(F)F)cc1	-1.3%	2.7%	nt	-11.0%	nt	4.0%	nt	nt
Cc1ccc(NC(=O)c2ccc(NC(=O)N3CCSc4ncccc43)cc2)c(C)c1	-1.5%	-9.1%	nt	2.5%	nt	2.1%	nt	nt
CCC(CC)NC(=O)COC(=O)c1cccc(C)c1O	-1.0%	-13.9%	nt	6.7%	-7.4%	7.5%	7.7%	-0.2%
O=C1CCCC2=C1C(c1ccccc1)C1C(=O)c3ccccc3C1=N2 (stereo unspecified)	-1.1%	-4.0%	?	-4.3%	7.0%	1.9%	18.8%	-0.1%
Nc1nnc(SCC(=O)OCC(=O)c2ccccc2)s1	1.3%	-10.3%	2.4%	5.2%	-0.3%	-0.1%	8.8%	i
COCc1cc(C)nc(SCC(=O)Nc2cccc(C)c2)c1C#N	-7.4%	9.0%	34.2%	9.3%	3.6%	-4.4%	0.7%	-8.7%
CCOC(=O)c1csc(NC(=O)CSc2nnnn2-c2ccc(OCC)cc2)n1	-0.1%	-3.8%	0.6%	-3.4%	-15.1%	-1.4%	2.4%	-2.4%
O=C(COC(=O)c1ccc[nH]c1=O)NCC1CCCO1 (stereo unspecified)	-0.1%	0.8%	2.9%	0.0%	?	14.9%	1.5%	-1.8%
CSc1ccc(CCNC(=O)c2ccc3c(c2)nc2n3CCC(C)C2)cc1 (stereo unspecified)	-2.5%	?	nt	-2.3%	nt	-6.1%	nt	nt
CCCCCN(C(=O)NC(=O)Nc1ccccc1C)S(C)(=O)=O	-3.5%	-7.5%	-0.8%	-6.2%	-2.1%	2.0%	-0.1%	i
C[C@@H](C(=O)Nc1ccc2ccccc2c1)[C@H]1C[C@]1(C)[C@H](NC(=O)c1cccnc1)c1ccccc1	0.2%&3.3%	-11.6%&-10.5%	0.1%	2.4%&-10.8%	-2.0%&1.9%	-2.4%&0.1%	5.4%&1.4%	-11.5%&-10.0%
Cc1cc(C)cc(NC(=S)/C(=C(\[O-])c2ccc(Cl)s2)[n+]2cccc(C)c2)c1	-0.7%	?	?	-6.7%	?	4.3%	28.1%	3.8%
Cc1ccc(NC=C(S(=O)(=O)c2ccccc2)S(=O)(=O)c2ccccc2)cc1	-3.5%	1.5%	1.8%	?	-9.0%	6.9%	nt	-5.5%
Cc1ccc(S(=O)(=O)NCCc2csc3nc(-c4ccccc4F)nn23)cc1C	-2.6%	1.4%	nt	-2.4%	nt	-6.1%	nt	nt
CCCCSc1nc2[nH]ncc2c(=O)[nH]1	-0.3%	2.3%	8.1%	1.7%	-8.0%	-2.6%	-2.5%	-0.3%
Cn1cnc2c(=O)[nH]cc([N+](=O)[O-])c21	-1.5%	4.1%	nt	2.7%	-9.0%	5.5%	-12.8%	-4.6%
Cc1ccc(S(=O)(=O)NCCC(=O)NCc2ccc3c(c2)OCO3)cc1C	-0.2%	-17.8%	nt	-3.4%	2.1%	-3.6%	-6.0%	-14.4%
CCOC(=O)c1c(C)nc2c(c(SC)nn2-c2ccccc2)c1N	1.6%	-16.1%	12.5%	?	?	4.7%	10.0%	i
CCC(CC)C(=O)OCc1cc(=O)n2nc(C3CC3)sc2n1	-4.2%	-7.7%	nt	-0.2%	nt	-0.1%	nt	nt
Cc1cc2c(OCC(O)CNC(C)(C)C)cccc2[nH]1 (stereo unspecified)	1.6%	-16.4%	nt	12.5%	2.4%	8.0%	16.9%	13.1%
C#CCNC(=O)C1=C[C@@H](C2CC2)C[C@@H](OCCCCO)O1	-1.1%	7.9%	nt	-13.4%	-8.2%	7.4%	6.6%	i
Cc1ccc(S(=O)(=O)N(C)c2cc(S(=O)(=O)N3CCC(C)CC3)c(C)cc2C)cc1	-3.8%	-8.4%	-4.9%	4.1%	4.3%	0.2%	0.7%	-12.2%
O=C(CCN1C(=O)C2C3C=CC(C3)C2C1=O)Nc1ccc(F)cc1 (stereo unspecified)	-1.6%	-3.7%	1.1%	10.6%	-5.0%	-20.5%	7.7%	2.3%
CC(C)=CC(=O)NCCc1ccccc1	4.4%	-1.8%	nt	-11.2%	-0.9%	-0.4%	0.9%	i
COc1ccc(S(=O)(=O)N2CCC(c3cc(-c4cccc5ccccc45)n[nH]3)CC2)cc1	2.8%	1.0%	-6.2%	-9.4%	?	4.3%	8.7%	-3.9%
CC(=O)NC(C)C12CC3CC(CC(CC(=O)O)(C3)C1)C2 (stereo unspecified)	0.6%	7.6%	-0.6%	4.7%	-7.7%	-16.2%	-6.6%	-9.7%
COC(=O)c1cc(=O)c(O)c2c(O)c(O)ccc2c1	?	3.55µM*	nt	7.94µM*	8.91µM*	-1.5%	2.82µM*	8.91µM*
CC(=O)N1c2ccc(S(=O)(=O)NCC3CCC(C(=O)Nc4cccc(C)c4C)CC3)cc2CC1C (stereo unspecified)	-0.8%	-1.4%	nt	-0.1%	nt	-4.8%	nt	nt
OCCCCc1nccc2c1[nH]c1ccccc12	-1.5%	8.3%	nt	-4.0%	?	-2.6%	-2.3%	13.6%
Cc1ccc(OCC(=O)Nc2cccc(C(=O)OCc3cc(=O)n4c(C)csc4n3)c2)cc1	0.2%	?	nt	-6.7%	nt	-1.7%	nt	nt
CC(=O)c1nnn(-c2c(F)cccc2F)c1C	-0.7%	-5.2%	1.9%	-4.2%	-8.5%	4.9%	6.2%	4.3%
Cc1cc(C)c2oc(C(=O)Nc3nc4ccc(Cl)cc4s3)cc(=O)c2c1	-24.5%	?	nt	-0.3%	nt	-0.6%	nt	nt
O=C(c1ccoc1)N1CCC(CO)(CCc2ccccc2)CC1	-3.6%	-3.1%	-2.6%	-1.9%	-1.4%	-9.3%	-1.8%	-10.7%
Cc1ccc(-c2cc(C(=O)NCc3ccccn3)c3ccccc3n2)cc1C	-2.9%	?	-4.3%	-1.1%	?	-0.5%	25.6%	-2.8%
CCCCNC(=O)c1cc(C)nc2ccccc12	-3.3%	-4.1%	6.6%	-3.2%	4.0%	9.1%	-2.2%	3.8%
N#CC1=C(N)OC2=C(C(=O)CCC2)C1c1ccccc1 (stereo unspecified)	-3.0%	-6.9%	-2.1%	-2.5%	4.5%	-2.6%	3.6%	-0.4%
COc1ccccc1NS(=O)(=O)c1ccccc1C#N	-2.8%	0.6%	3.1%	0.6%	1.5%	1.0%	-5.9%	-4.2%
COc1cccc(-n2c(=O)c3c4c(sc3n(Cc3ccccc3C#N)c2=O)CCCC4)c1	5.6%	0.4%	nt	-3.5%	nt	8.6%	nt	nt
CCOC(=O)c1sc(C)c2c1NC(C)(c1cccs1)NC2=O (stereo unspecified)	-4.2%	-8.2%	2.6%	-6.2%	?	-1.2%	10.0%	-0.2%
CCN(NC(=O)C(O)(c1ccccc1)c1ccccc1)C(=O)c1ccccc1	-1.1%	3.1%	12.4%	3.0%	1.8%	3.0%	-1.1%	-16.9%
Oc1ccc(/C=N/NC(=S)N/N=C/c2ccc(O)cc2)cc1	0.9%	13.5%	?	1.8%	-2.9%	1.1%	-6.2%	i
CCN(CC)C(=O)CSc1nnc2nnc3cc(C)ccc3n12	1.7%	-7.8%	13.0%	-6.4%	-5.9%	0.5%	7.9%	-12.3%

Three entries from above, with bars between the fields.
SMILES | TexasRed fluor | Tau fibril ThT | L3MBTL1 block | Tau fibril FP | KDM4E inh | TRb-SRC2 inh | RGS12 GoLoco inh | RECQ1 helicase
COc1cccc(C(=O)N2CCN(S(C)(=O)=O)CC2)c1 | -3.2% | -5.6% | nt | -0.9% | 1.7% | -2.8% | 1.5% | -17.4%
CC1CN(c2nnc(NC(=O)c3ccccc3)s2)CC(C)O1 (stereo unspecified) | -2.6% | -1.4% | -19.7% | 9.9% | -10.1% | -3.4% | 10.9% | -5.0%
O=C(CSc1ncc(CO)n1Cc1ccccc1)Nc1ccc(C(F)(F)F)cc1 | -1.3% | 2.7% | nt | -11.0% | nt | 4.0% | nt | nt

The list is partial (hit frequency here may not be typical).
